Screening results deposited in PubChem by several laboratories.
MCL1-BIM inh = disrupts human MCL1 binding to BIM-BH3 peptide; Q07820; GST-MCL1 / FITC-Bim-BH3 fluorescence polarization; inhibition, % at 10.9 µM; 320,000 tested, 0.68% active; AID 2057;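 active = inhibition above the mean inhibition of all tested compounds plus 3 SD, set per campaign, cut at about 40% in these data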;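 note: 0% = DMSO wells and 100% = unlabeled Bim-BH3 peptide control; higher means more loss of mP so more displacement of Bim peptide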
BCLXL inh = blocks human Bcl-xL binding to Bim BH3 peptide; Q07817; inhibition, % at 10.9 µM; GST-Bcl-xL / FITC-Bim BH3 peptide fluorescence polarization; 320,000 tested, 0.7% active;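 active = inhibition above the mean of all tested compounds plus 3 SD, cutoff set per campaign, cut at about 30% in these data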;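 note: 0% = DMSO wells and 100% = unlabeled Bim-BH3 peptide competitor; inhibitors lower millipolarization by displacing the labeled peptide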
AHR act = activators of human aryl hydrocarbon receptor; P35869; AHR-responsive luciferase reporter cells, luminescence; activation, % at 5 µM; 320,000 tested, 2.5% active; in the data active = activation above about 47%;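 note: 0% = vehicle wells and 100% = reference agonist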
GLD-1 TGE inh = GLD-1-TGE RNA interaction inhibition (C. elegans) | inhibition, % at 5.96 µM | purified GLD-1 + fluorescein TGE RNA, fluorescence polarization | 320,000 tested, 0.44% active | Q17339;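 active = percent inhibition above a per-plate cutoff, the plate mean of test compounds plus 3 SD, cut at about 30% in these data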;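 note: 0% = DMSO wells with GLD-1 and probe and 100% = wells lacking GLD-1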
Target sequence (Q17339 whole entry, looked up): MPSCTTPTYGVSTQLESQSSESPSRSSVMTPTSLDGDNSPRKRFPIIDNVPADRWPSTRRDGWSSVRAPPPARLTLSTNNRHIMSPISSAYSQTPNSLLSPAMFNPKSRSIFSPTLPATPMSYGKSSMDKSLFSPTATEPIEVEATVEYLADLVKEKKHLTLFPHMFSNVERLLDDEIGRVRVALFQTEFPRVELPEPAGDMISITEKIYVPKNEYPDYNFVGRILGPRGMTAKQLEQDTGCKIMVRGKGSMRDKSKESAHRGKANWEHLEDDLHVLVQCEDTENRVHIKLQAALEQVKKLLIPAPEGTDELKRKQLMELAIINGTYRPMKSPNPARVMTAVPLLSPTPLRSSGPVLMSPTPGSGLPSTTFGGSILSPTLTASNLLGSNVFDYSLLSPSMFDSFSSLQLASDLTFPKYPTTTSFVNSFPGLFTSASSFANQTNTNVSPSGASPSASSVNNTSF
pPAFAH FP inh = inhibitors of human plasma PAF acetylhydrolase (pPAFAH); 330,000 tested, 1.5% active; recombinant pPAFAH, FP-rhodamine probe fluorescence polarization; inhibition, % at 3.39 µM; Q13093;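 active = inhibition above the mean inhibition across the screen plus 3 SD, cut at about 25% in these data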;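 note: inhibitors block binding of the rhodamine activity-based probe so polarization drops; 0% = enzyme with DMSO and 100% = wells lacking pPAFAH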
PAFAH1B2 inh = PAFAH1B2 (human) inhibition; P68402; recombinant PAFAH1B2, FP-rhodamine activity probe, fluorescence polarization; inhibition, % at 3.39 µM; 340,000 tested, 1.2% active;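 active = inhibition above the mean of all tested compounds plus 3 SD, cut at about 24% in these data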;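 note: 0% = enzyme with DMSO and 100% = wells lacking PAFAH1B2; many of its hits are not listed in these tables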
MEX-5 binding = C. elegans MEX-5 TCR-2 RNA binding activity; Q9XUB2; MEX-5/FITC-TCR2 RNA binding, fluorescence polarization; active compounds read low; activity score (negative = inhibition of binding), % at 10 µM; 300,000 tested, 0.38% active; AID 1832;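 active = inhibition past about -25% in most replicates, and total fluorescence under double the plate's negative control median, limit read from the data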;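 note: 0% = DMSO and -100% = 5 µM competing unlabeled TCR2 RNA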
PME-1 inh = blocks human protein phosphatase methylesterase 1. 320,000 tested, 0.53% active. recombinant PME-1, FP-Rh probe fluorescence polarization. inhibition, % at 5.9 µM. Q9Y570;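 active = inhibition above the campaign mean of all compounds plus 3 SD, cut at about 26% in these data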;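 note: competitive labeling of PME-1 active site by serine hydrolase directed probe; 0% = PME-1 with DMSO and 100% = wells lacking PME-1 enzyme; inhibitors block probe labeling so polarization falls and inhibition rises; many of its hits are not listed in these tables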
Target sequence (Q9Y570 whole entry, looked up): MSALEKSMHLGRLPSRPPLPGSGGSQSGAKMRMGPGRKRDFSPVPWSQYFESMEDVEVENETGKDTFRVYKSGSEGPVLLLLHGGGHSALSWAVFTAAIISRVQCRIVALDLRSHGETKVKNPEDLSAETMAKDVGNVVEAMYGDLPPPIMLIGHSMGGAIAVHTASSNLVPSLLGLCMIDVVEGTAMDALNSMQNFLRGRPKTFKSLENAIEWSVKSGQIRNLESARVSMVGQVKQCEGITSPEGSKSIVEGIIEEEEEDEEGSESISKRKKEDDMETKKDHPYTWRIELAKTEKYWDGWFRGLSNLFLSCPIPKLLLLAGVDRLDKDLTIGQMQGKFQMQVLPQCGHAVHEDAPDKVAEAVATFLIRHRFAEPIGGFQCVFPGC
Fam108B counter = counter-screen for RBBP9 inhibitors: inhibitors of mouse Fam108B; recombinant Fam108B, FP-Rh probe fluorescence polarization; inhibition, % at 9.51 µM; 300,000 tested, 0.33% active;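 active = inhibition above the screen mean inhibition plus 3 SD, computed separately per campaign, cut at about 18% in these data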;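 note: inhibitors lower polarization as less probe binds the enzyme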
Numbers without * were called inactive; / = not tested or not shown. Only part of the results is shown; rates above refer to the full screens.

compound	MCL1-BIM inh	BCLXL inh	AHR act	GLD-1 TGE inh	pPAFAH FP inh	PAFAH1B2 inh	MEX-5 binding	PME-1 inh	Fam108B counter
CC(C)(C)c1ccc(COC(=O)CN2C(=O)NC3(CCCC3)C2=O)cc1	-8.3	-1.2	2.1	4.0	-0.6	6.7	0.8	-2.7	-3.1
COc1ccc([N+](=O)[O-])cc1NC(=S)Nc1ccccc1	5.2	2.9	11.9	0.5	5.5	2.2	2.8	-4.4	2.1
CCOC(=O)C1=C(O)CSC1=Nc1ccc(Cl)cc1	2.0	1.1	-4.8	3.9	3.8	2.6	-0.2	-2.4	-1.9
Cc1ccc(S(=O)(=O)NC23CC4CC(CC(C4)C2)C3)cc1	-1.1	-2.3	0.8	0.2	1.9	21.1	/	6.0	/
COc1cccc(NC(=O)CN2C(=O)NC(C)(CCC(C)C)C2=O)c1 (configuration not stated)	-11.5	-6.0	0.7	9.9	-3.0	-2.0	2.1	-5.2	-3.8
CCCn1c(SCC(=O)NCc2ccccc2)nnc1-c1ccncc1	-4.8	-2.9	4.1	-8.5	3.2	3.3	-0.7	-0.5	-1.5
CC(C)CC(C(=O)O)C(C)CC(=O)Nc1ccn(-c2ccccc2)n1 (configuration not stated)	-0.6	2.5	-1.7	-3.0	3.1	1.9	-0.7	3.2	2.2
NC(N)=NCCC[C@H](NC(=O)OCc1ccccc1)C(=O)O	-4.8	-6.8	12.3	2.5	-6.2	3.8	0.9	-6.4	-6.2
O=c1cc(-c2ccc3c(c2)OCCO3)oc2ccc(Cl)cc12	-0.4	2.3	-1.9	6.2	1.5	2.7	1.3	-1.3	-4.0
c1n[nH]c(SCCCCSc2ncn[nH]2)n1	2.4	4.4	-0.1	-2.6	1.5	-1.3	21.6	-1.0	-3.9
CCOC(=O)C1CCN(C(=O)COC(=O)C2CCN(S(=O)(=O)c3ccc(C)c(C)c3)CC2)CC1	-13.8	-3.8	2.6	-0.1	-1.4	-1.4	-0.5	-5.1	-1.6
CCN1CCN(c2nnc(-c3ccc(F)cc3)c3ccccc23)CC1	0.7	-1.2	1.2	-2.7	3.4	7.8	0.8	2.9	0.1
O=C(Oc1c(Cl)cc(Cl)c2cccnc12)N1CCCCC1	6.1	7.8	6.7	7.8	2.6	3.5	-3.5	-5.8	-2.5
COC(=O)c1ccc(NC(=O)N2CCCC(C(=O)c3ccccc3OC)C2)cc1 (configuration not stated)	-14.3	-7.6	-1.5	0.8	-5.4	2.2	2.3	-7.1	-7.9
Cc1ccc2sc(N(CCCN(C)C)C(=O)c3nc4ccccc4s3)nc2c1C	3.6	5.9	-1.0	5.4	-1.4	5.8	0.3	-5.9	3.2
COc1cc(C(=O)OCC(=O)NC2CCCCC2)cc2c1OCCO2	-0.4	1.3	-1.8	2.7	7.9	-0.1	/	1.1	/
CC1(C)CC2CC(C)(CN2CC(O)COc2ccccc2)C1 (configuration not stated)	-2.9	-0.8	-1.3	-2.5	-0.7	1.5	-1.8	1.8	0.7
COc1cccc(Oc2ccc(C(F)(F)F)cc2NC(=O)C2=COCCO2)c1	-6.1	-2.9	7.3	7.7	-1.1	0.8	-5.5	-5.5	-0.7
Cc1ccc(S(=O)(=O)N2CC3(C)CN(S(=O)(=O)c4ccc(C)cc4)CC(C)(C2)C3=O)cc1	3.9	5.4	2.4	4.8	5.6	1.4	-0.6	14.8	-1.9
Cc1cc(C)cc(OCC(=O)Nc2ccc3c(c2)C(=O)c2ccccc2C3=O)c1	-0.4	4.4	0.6	1.6	-1.4	0.7	-7.5	9.4	3.9
O=C(Nc1ccc2ccccc2c1)/C(=C/c1cccc(Br)c1)NC(=O)c1ccco1	4.8	3.8	6.1	5.4	-5.2	-7.4	1.2	-27.2	-19.0
Cc1cc(=O)n2nc(N3CCCC(C(=O)NCCc4ccc(Cl)cc4)C3)sc2n1 (configuration not stated)	7.7	6.5	0.7	0.0	8.8	7.3	3.1	0.2	-3.5
C[C@H](CO)N1C[C@H](C)[C@H](CN(C)S(=O)(=O)c2cccs2)Oc2ccc(NC(=O)Nc3ccc4c(c3)OCO4)cc2CC1=O	/	/	0.9	6.6	10.7	17.8	/	/	/
CC(NC(=O)NNC(N)=S)(C(F)(F)F)C(F)(F)F	-1.4	7.3	-1.6	2.8	-2.1	1.2	-1.4	10.4	-0.9
CCOc1ccc(OCC(=O)NCCS(=O)(=O)N2CCN(c3ccc(F)cc3)CC2)cc1	-3.3	3.6	0.8	0.1	10.6	7.0	2.7	-5.6	-6.9
O=C(NCCN1CCOCC1)c1cc(-c2ccccc2Cl)on1	4.6	2.5	-2.0	-3.0	4.6	2.6	1.9	-5.7	-0.2
O=C(C1c2ccccc2Oc2ccccc21)N1CCN(c2ccc(Cl)cc2)CC1	-2.4	-1.0	4.5	-1.3	-1.4	4.1	/	0.4	-6.1
C[C@@H]1C2CC(C/C2=N\NC(=O)c2ccncc2)C1(C)C (some centres not stated)	-4.0	-0.3	20.2	-0.8	2.4	9.8	2.0	11.3	-0.6
COc1cc(/C=N/Nc2nc3ccccc3[nH]2)ccc1O	2.2	5.3	55.0*	2.0	3.7	-2.5	1.7	-50.2	8.2
COc1ccc(NC(=O)CC2SC(=NCC3CCCO3)NC2=O)c([N+](=O)[O-])c1 (configuration not stated)	4.1	8.7	0.1	-1.8	2.9	5.8	-0.1	2.0	7.0

Given with values under each structure: entries from further up
Below each compound: MCL1-BIM inh	BCLXL inh	AHR act	GLD-1 TGE inh	pPAFAH FP inh	PAFAH1B2 inh	MEX-5 binding	PME-1 inh	Fam108B counter
COc1cccc(Oc2ccc(C(F)(F)F)cc2NC(=O)C2=COCCO2)c1
→ -6.1	-2.9	7.3	7.7	-1.1	0.8	-5.5	-5.5	-0.7
Cc1ccc(S(=O)(=O)N2CC3(C)CN(S(=O)(=O)c4ccc(C)cc4)CC(C)(C2)C3=O)cc1
→ 3.9	5.4	2.4	4.8	5.6	1.4	-0.6	14.8	-1.9

Carrying on:
compound	MCL1-BIM inh	BCLXL inh	AHR act	GLD-1 TGE inh	pPAFAH FP inh	PAFAH1B2 inh	MEX-5 binding	PME-1 inh	Fam108B counter
c1ccc(OCCOCCSc2ncccn2)cc1	-2.1	0.0	32.0	-1.3	4.4	5.0	0.2	0.4	-2.3
N#Cc1ccccc1COC(=O)CCC(=O)c1cccs1	-8.0	-9.6	-2.4	4.2	-1.9	-1.4	/	4.5	/
CCn1c(SCC(=O)OC(C)C)nnc1-c1cccc(Cl)c1	5.9	2.8	-3.0	2.9	0.0	2.6	0.9	-3.1	1.5
CCOC(=O)c1cc(-c2ccccc2)nn1-c1ccccn1	11.1	2.8	1.5	3.3	2.1	-3.0	-2.3	-4.8	-10.8
CCCc1nc2oc3c(NCCN4CCOCC4)ncnc3c2c2c1CCCC2	-1.0	-4.5	12.8	4.5	4.1	7.3	-0.2	-4.0	-4.0
O=C(O)c1cc(-n2[nH]c(=O)c3ccccc3c2=O)ccc1Cl	3.5	9.4	10.4	-2.8	7.2	1.2	-0.5	-1.4	7.0
CCC(CO)Oc1cc(NCc2ccc(C(F)(F)F)cc2)c2ncn(C(C)C)c2c1 (configuration not stated)	/	/	5.1	0.3	14.3	1.1	/	/	/
CC(C)(C)c1ccc(OCC(=O)O)cc1	-6.5	1.1	-1.9	-9.3	-2.6	7.5	0.2	2.5	-6.9
Cc1cc(C)c[n+](-c2nc([O-])sc2C=O)c1	29.9	21.4	-3.9	17.8	2.5	3.3	-6.6	-9.3	5.2
Cc1cc(C)cc(NC(=O)CSc2ccccc2)c1	1.5	2.1	0.7	0.3	4.9	7.7	-0.5	-2.0	-0.7
CC(C)CNC(=O)c1ccc(Cl)c(N)c1	14.3	3.2	1.6	-4.0	2.5	/	-2.9	-1.2	7.5
O=Cc1ccccc1-c1cn(CCCOCc2ccccc2)nn1	-4.8	2.0	2.3	0.3	5.2	3.5	2.0	2.0	2.5
CC(C)c1ccc(C2N3CC4([N+](=O)[O-])CN2CC([N+](=O)[O-])(C3)C4(C)C)cc1 (configuration not stated)	8.7	-0.3	2.0	-0.1	4.9	3.2	-1.7	4.7	0.5
COc1ccc(C2(CNC(=O)CCC(=O)O)CCCC2)cc1OC	1.3	3.5	7.3	3.8	2.0	7.2	-0.7	-1.0	-0.2
O=C(C1CCCN(Cc2ccccc2)C1)N1CCCCC1 (configuration not stated)	9.0	3.0	2.2	5.5	2.3	6.5	-1.5	-2.5	0.0
N#Cc1ccc(OCC(=O)NCCc2ccccn2)cc1	-2.0	-7.6	8.4	-1.0	5.3	0.1	/	0.9	-0.6
CC(OC(=O)CNC(=O)c1ccc(Cl)cc1)C(=O)NC1CCCCC1C (configuration not stated)	1.2	7.0	-0.6	2.0	-8.7	-0.5	-4.0	-10.0	-2.2
N#CCCCSc1nnc(CSc2nc3ccccc3s2)n1-c1ccccc1	0.8	0.5	-0.5	4.9	4.8	2.2	-1.1	6.0	-2.2
CCOC(=O)c1ccc(NC(=O)CSCC(=O)OCC(=O)c2ccccc2)cc1	3.9	7.3	9.7	6.8	-0.2	1.9	1.2	-3.9	4.9
Cc1ccc(C)c2[nH]c(=O)c(CN(CC3CCCO3)S(=O)(=O)c3ccc4c(c3)OCCO4)cc12 (configuration not stated)	9.4	5.5	1.2	9.0	-3.9	6.3	0.8	-8.1	-4.3
COCCCNC(=O)C1C2C=CC3(CN(Cc4ccc(C)cc4)C(=O)C13)O2 (configuration not stated)	-1.4	-2.2	1.6	-5.4	-0.1	-4.9	2.2	0.0	-3.6
CC1(CCc2ccccc2)NC(=O)N(CC(=O)N2CCCCCC2)C1=O (configuration not stated)	-1.3	-0.3	1.0	0.0	1.1	-0.6	0.4	-0.6	0.1
COc1cccc(CNCCNC(=O)c2ccco2)c1OC	6.5	6.4	0.7	-2.3	0.1	3.5	-1.7	-7.8	3.4
COc1ccc2[nH]c(=O)c(CN(C(C)=O)c3cccc(C)c3)cc2c1	3.4	7.3	1.6	-0.5	0.6	0.3	0.5	2.3	1.9
